Gal4-VP16 FLuc: Gal4-VP16 reporter inhibition counter-screen | Drosophila S2 Gal4-VP16 UAS-luciferase, luminescence, 20 h | Potency, µM (top dose mostly 53.6 µM), inactives show at the highest dose activity, negative = inhibition, most hits filed as inhibitors | actives 3.5% (n = 310,000) | AID 2546;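 further: Gal4-VP16 expression switched on by copper sulfate through the metallothionein promoter; potency means the concentration at half of the fitted maximal effect; on the % scale 0 is the no-effect control and ±100 the full control effect; nearly all actives have a fitted effect of over 50% in size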
FLuc modulator: counter-screen for miR-21 project: firefly luciferase inhibitors or activators. P08659. purified FLuc, Km substrates, luminescence inhibition. Potency, µM (top dose mostly 57.5 µM), inactives show at the top dose activity change, negative = inhibition, actives largely listed as inhibitors. actives 6.9% (n = 360,000);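 further: potency means the concentration at half of the fitted maximal effect; plate controls were vehicle for no effect and reference inhibitor for full effect; nearly all actives have a fitted effect of over 55% in size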
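Purified P. pyralis luciferase, 10 nM final, with Km-level 10 uM D-luciferin and 10 uM ATP in 50 mM Tris acetate pH 7.5, 10 mM Mg acetate, 0.01% Tween-20, 0.05% BSA; 6-point qHTS titration about 60 µM downward; luminescence read.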
PKM2 activator: PKM2 (human) enzyme activation | purified PKM2, Kinase-Glo ATP luminescence, activation; response scale: 0% is enzyme alone, no compound | Potency, µM (top dose mostly 57.5 µM), for the others: at the highest dose activation, hits mostly activators | actives 0.34% (n = 260,000) | AID 1631; further: potency means the concentration at half of the fitted maximal effect; on the % scale 0 is the no-effect control and ±100 the full control effect; nearly all actives have a fitted effect of over 55% in size
Target sequence (P14618 whole entry, looked up): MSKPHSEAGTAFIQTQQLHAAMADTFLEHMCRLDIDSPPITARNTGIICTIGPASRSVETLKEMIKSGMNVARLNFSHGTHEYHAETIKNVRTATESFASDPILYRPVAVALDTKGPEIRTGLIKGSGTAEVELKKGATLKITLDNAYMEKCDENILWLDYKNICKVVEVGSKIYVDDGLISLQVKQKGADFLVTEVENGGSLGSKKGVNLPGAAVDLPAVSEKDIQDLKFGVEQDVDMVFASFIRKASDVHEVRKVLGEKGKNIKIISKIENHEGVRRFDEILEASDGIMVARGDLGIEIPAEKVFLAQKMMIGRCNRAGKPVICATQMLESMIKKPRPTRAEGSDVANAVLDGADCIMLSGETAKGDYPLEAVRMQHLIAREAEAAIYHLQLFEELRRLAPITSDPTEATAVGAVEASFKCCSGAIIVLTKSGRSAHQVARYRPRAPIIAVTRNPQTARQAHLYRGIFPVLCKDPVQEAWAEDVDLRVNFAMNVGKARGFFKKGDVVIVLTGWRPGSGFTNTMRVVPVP
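ATP formation by purified human PK-M2, quantified via coupled luciferase luminescence after 1 h at room temperature with 0.1 mM ADP and 0.5 mM PEP final.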
RORgamma inh: ROR gamma (mouse) transcription inhibition. P51450. Drosophila S2 Gal4-RORgamma UAS-luciferase reporter, 20 h. AID 2551. actives 5.4% (n = 310,000). Potency, µM (series often up to 53.6 µM), inactives show at the highest dose activity change, negative = inhibition, actives largely listed as inhibitors; further: potency means the concentration at half of the fitted maximal effect; on the % scale 0 is the no-effect control and ±100 the full control effect; nearly all actives have a fitted effect of over 60% in size
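Luciferase reporter read in Schneider cells carrying Gal4-RORγ (mouse) and UAS-Photinus luciferase; cells given compound 1 h before 700 uM copper sulfate induction, then incubated 20 h at ambient temperature.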
MBNL1-CUG inh: MBNL1-poly(CUG) RNA binding inhibition; Q9NR56; TR-FRET MBNL1-His/biotin-(CUG)12 binding, 665/545 ratio; Potency, µM (titrated, usually from 57.5 µM), inactives show top-dose activity change, negative = inhibition, most hits filed as inhibitors; actives 0.036% (n = 280,000); AID 2675; active means well fitted inhibition curve with a large enough effect in the signal ratio, with a control signal flat, not every such curve was filed as active; inconclusive means small, poorly fitted or top-dose-only effect, or effect the other way, or a change in a side signal; inactive means no such curve, though single readings can be large or run the other way; the % refers to the signal ratio; further: potency means the concentration at half of the fitted maximal effect; on the % scale 0 is the no-effect control and ±100 the full control effect
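His-tagged MBNL1 binding to biotinylated (CUG)12 RNA was measured by TR-FRET using terbium anti-His antibody (0.055 ng/ul final) and streptavidin-XL665 (5 nM final). Compounds were titrated 92 nM to 58 uM; 60 min at room temperature.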
NPC1 prom act: NPC1 promoter activation; Huh7 NPC1 promoter luciferase reporter, 24 h; Potency, µM (top dose mostly 9.22 µM), without a hit: at the highest dose activation, usual class: activators; actives 2.4% (n = 320,000);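 further: potency means the concentration at half of the fitted maximal effect; % of control where 0% means no effect; nearly all actives have a fitted effect of over 60% in size; reporter is driven by a mutant NPC1 promoter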
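Luminescence read-out of NPC1 promoter-driven luciferase in stably transfected Huh7 cells; compounds delivered in DMSO and left 24 h at 37C, 5% CO2, qHTS titration format.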
Rab9 promoter act: Rab9 promoter activation; Huh7 Rab9 promoter-luciferase reporter, luminescence, 24 h; Potency, µM (titrated, usually from 9.22 µM), for the others: at the highest dose activation, negative = inhibition, actives largely listed as activators; actives 2.8% (n = 320,000); further: potency means the concentration at half of the fitted maximal effect; % of control where 0% means no effect; nearly all actives have a fitted effect of over 60% in size
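Using Huh7 cells stably transfected with Rab9 promoter–luciferase, compounds were incubated 24 h at 37 °C, 5% CO2; luciferase luminescence was read 10 min after reagent addition.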
Menin-MLL TR inh: inhibitors of human menin-MLL interaction, mutant MLL peptide; Menin + Texas Red MLL mutant peptide, fluorescence polarization; O00255; Potency, µM (series often up to 61.6 µM), for the others: top-dose FP activity change, negative = inhibition, most hits filed as inhibitors; actives 0.23% (n = 270,000); AID 1768; active means well fitted inhibition curve with a large enough effect in the polarisation, with a control signal flat, not every such curve was filed as active; inconclusive means small, poorly fitted or top-dose-only effect, or effect the other way, or a change in a side signal; inactive means no such curve, though single readings can be large or run the other way; the % refers to the polarisation; further: potency means the concentration at half of the fitted maximal effect; % of control where 0% means no effect; many of its hits are not listed in these tables
Target sequence (O00255 whole entry, looked up): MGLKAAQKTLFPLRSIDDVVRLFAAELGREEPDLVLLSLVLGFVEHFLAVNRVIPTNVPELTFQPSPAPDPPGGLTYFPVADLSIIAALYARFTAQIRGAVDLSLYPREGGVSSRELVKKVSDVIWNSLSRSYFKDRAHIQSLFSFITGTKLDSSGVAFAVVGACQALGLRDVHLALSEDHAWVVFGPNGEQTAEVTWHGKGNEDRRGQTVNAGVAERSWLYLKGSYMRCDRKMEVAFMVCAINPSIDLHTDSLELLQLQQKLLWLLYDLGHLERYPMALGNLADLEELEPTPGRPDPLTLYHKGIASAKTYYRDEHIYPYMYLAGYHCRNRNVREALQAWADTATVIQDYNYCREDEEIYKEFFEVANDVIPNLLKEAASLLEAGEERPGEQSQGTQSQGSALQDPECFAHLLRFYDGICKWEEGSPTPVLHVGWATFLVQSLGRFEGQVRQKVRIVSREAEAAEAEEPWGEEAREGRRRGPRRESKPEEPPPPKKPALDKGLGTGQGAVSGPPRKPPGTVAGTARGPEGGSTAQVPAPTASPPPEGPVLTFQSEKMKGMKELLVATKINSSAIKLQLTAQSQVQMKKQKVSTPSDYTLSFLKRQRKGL
Mito fusion yeast: mitochondrial division inhibition or fusion activation. S. cerevisiae fusion-defective mutant growth rescue, CellTiterGlo 48 h. Potency, µM (highest dose often 46.1 µM), without a hit: top-dose growth rescue (activation), most hits filed as activators. actives 0.23% (n = 320,000);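 further: potency means the concentration at half of the fitted maximal effect; % of control where 0% means no effect; nearly all actives have a fitted effect of over 45% in size; temperature-sensitive fusion mutants such as fzo1-1 at 37 °C on non-fermentable ethanol glycerol medium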
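Luminescent cell viability in 1536-well qHTS format served as the measure of rescued growth in ts fusion-mutant S. cerevisiae cultured on non-fermentable YPEG for 48 hours at 37C.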
ELG1 repair inh: inhibitors of ELG1-dependent DNA repair in HEK293T cells; HEK293T ELG1-luciferase reporter, luminescence, 16 h; DNA damage induced by 5-fluorouridine; Potency, µM (titrated, usually from 46.1 µM), without a hit: at the highest dose activity change, negative = inhibition, actives largely listed as inhibitors; actives 2.3% (n = 330,000); further: potency means the concentration at half of the fitted maximal effect; on the % scale 0 is the no-effect control and ±100 the full control effect; nearly all actives have a fitted effect of over 55% in size
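Luminescence from the luciferase reporter, measured 30 min after ONE-Glo reagent at room temperature, was the read-out. Beforehand, 2,000 cells per well were exposed for 16 hr at 37 °C to 5-fluorouridine together with compound or vehicle.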
KCNH2 3.1 block: inhibitors of human KCNH2 3.1 potassium channel isoform; U2OS KCNH2 3.1, thallium flux FluxOr; stronger effect = lower value; activity change, % (tested at about 1.8 µM); actives 0.95% (n = 340,000); AID 720553;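 active means maximum activity change below -70%; inconclusive means maximum activity change from -70% to -50%; inactive means maximum activity change above -50%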;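 further: thallium influx rate constant from kinetic fluorescence after stimulation buffer; on the % scale 0 is the no-effect control and ±100 the full control effect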
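Measured as rate of thallium-driven FluxOr signal in transduced U2OS cells carrying the 3.1 channel, read kinetically for 2 min upon stimulation; values are rate constants scaled to DMSO control wells.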
Numbers without * were called inactive; ? = inconclusive; · = not tested or not shown; & = joins results of further samples; [ ] = another dose, or the depositor's remark. Unless noted, the call rests on the fitted dose curve; in most records, active means well fitted curve in the direction sought with a large enough effect; inconclusive means small, poorly fitted or top-dose-only effect, or another doubt; inactive means no such curve, though single readings can be large; an effect the other way counts as inactive or inconclusive. This is a subset; rates above refer to the full screens.

SMILES | Gal4-VP16 FLuc | FLuc modulator | PKM2 activator | RORgamma inh | MBNL1-CUG inh | NPC1 prom act | Rab9 promoter act | Menin-MLL TR inh | Mito fusion yeast | ELG1 repair inh | KCNH2 3.1 block
Cc1nc(CN(C)C(=O)c2cc(COc3c(F)cccc3F)on2)cs1 | 7% | -11% | -1% | 11% | -6% | 0% | -4% | -1% | -6% | 10% | 15
Cc1ccc(-n2c(Cc3cccn3C)nnc2SCC(=O)N2CCc3ccccc32)cc1 | -1% | 0% | -1% | ? | -2% | -1% | -1% | -25% | 5% | -14% | 1
Cc1ccc(C(=O)N(CCc2ccccc2)Cc2ccccc2)cc1S(=O)(=O)N1CCCCC1 | · | 3% | · | · | · | 1% | 1% | · | 9% | ? | 18
COc1ccc(N(Cc2ccccc2)S(=O)(=O)c2cc(C(=O)O)ccc2Cl)cc1 | -14% | 3% | · | -1% | -4% | 0% | -3% | ? | -1% | -4% | 18
Cc1ccc2cc(C3CC(c4ccco4)=NN3S(C)(=O)=O)c(Cl)nc2c1 (stereo unspecified) | 4% | -16% | 17% | 36% | · | -4% | -2% | · | -3% | 0% | -5
O=C(c1cc2ccccc2oc1=O)N(Cc1ccccc1F)C1CCS(=O)(=O)C1 (stereo unspecified) | -6% | 17µM* | 3%[0.46 µM] | 15% | 13% | 24% | ? | 0% | -1% | ? | 14
Cc1csc(NC(=O)CCS(=O)(=O)c2ccc(Br)cc2)n1 | 8% | -1% | 16% | -15% | -5% | -3% | -7% | 0% | 1% | -4% | -1
COC(=O)C1=C(C)N(CCc2ccc(OC)c(OC)c2)C(=O)/C1=C\c1ccc(O)cc1 | 2% | -1% | 0% | -10% | · | 0% | -1% | 20% | 4% | ? | 8
CC1(CCBr)C(=O)N(c2ccccc2)c2ccccc21 (stereo unspecified) | -6% | 0% | 1% | 18% | 0% | -5% | 0% | -4% | 3% | 0% | 14
O=S(=O)(Nc1nc2c(s1)CCCC2)c1ccc(Br)cc1 | -3% | -4% | 25% | ? | -5% | -1% | -1% | 21% | ? | -3% | -6
O=C1CCc2cc(S(=O)(=O)NCc3ccccc3)cc3c2N1CC3 | · | -1%&-4% | · | · | · | 0% | -1% | · | 3% | 7% | 1
COc1cccc(NC(=O)CCSc2ccc3ccccc3n2)c1 | -25% | ? | 4% | -45% | -28% | -2% | -1% | 28% | 21% | ? | -6
Cc1ccc(S(=O)(=O)N(C)C)cc1NC(=O)COC(=O)C1=COCCO1 | · | 3% | · | · | · | -4% | 1% | · | -8% | -3% | 1
NNC(=O)/C(=C\c1ccco1)NC(=O)c1ccco1 | -8% | -2% | 5%[11.5 µM] | -32% | ? | 11% | 9% | -2% | -2% | ? | 14
CC(=O)Nc1ccc(S(=O)(=O)NCC(=O)OCC(=O)NCc2ccco2)cc1 | · | 0% | · | · | · | -1% | -5% | · | -5% | 15% | -3
COc1cc(NC(=O)C2COc3ccccc3O2)c(OC)cc1Cl (stereo unspecified) | 0% | -5% | 3% | 24% | -2% | 3% | -6% | 4%[11.7 µM] | 4% | -28% | 3
CCC(=O)N/N=C(\C)CC(=O)Nc1ccc2c(c1)OCCO2 | ? | -3% | 8% | ? | ? | -5% | -6% | -6% | 4% | ? | -2
Cc1ccc(C(=O)COc2nc(C)nc3ccccc23)cc1 | -21% | -12% | ? | -23% | -5% | 7% | 14% | ? | 5% | 15% | 9
CC(=O)NC1C(=O)N(CCN2CCOCC2)c2ccc(C)cc21 (stereo unspecified) | 3% | 21µM* | · | -1% | ? | -8% | 11% | · | -8% | 16% | -10
O=C1CCC(C(=O)N2CCN(c3ccc(F)cc3)CC2)CN1CC1CCCCC1 (stereo unspecified) | -2% | 7% | 1% | 24% | -1% | 0% | -4% | 1% | 7% | 0% | -13

Retrieved one by one from the entries so far (4):
SMILES | Gal4-VP16 FLuc | FLuc modulator | PKM2 activator | RORgamma inh | MBNL1-CUG inh | NPC1 prom act | Rab9 promoter act | Menin-MLL TR inh | Mito fusion yeast | ELG1 repair inh | KCNH2 3.1 block
COc1ccc(N(Cc2ccccc2)S(=O)(=O)c2cc(C(=O)O)ccc2Cl)cc1 | -14% | 3% | · | -1% | -4% | 0% | -3% | ? | -1% | -4% | 18
NNC(=O)/C(=C\c1ccco1)NC(=O)c1ccco1 | -8% | -2% | 5%[11.5 µM] | -32% | ? | 11% | 9% | -2% | -2% | ? | 14
COC(=O)C1=C(C)N(CCc2ccc(OC)c(OC)c2)C(=O)/C1=C\c1ccc(O)cc1 | 2% | -1% | 0% | -10% | · | 0% | -1% | 20% | 4% | ? | 8
O=C1CCC(C(=O)N2CCN(c3ccc(F)cc3)CC2)CN1CC1CCCCC1 (stereo unspecified) | -2% | 7% | 1% | 24% | -1% | 0% | -4% | 1% | 7% | 0% | -13

Additional results.
SMILES | Gal4-VP16 FLuc | FLuc modulator | PKM2 activator | RORgamma inh | MBNL1-CUG inh | NPC1 prom act | Rab9 promoter act | Menin-MLL TR inh | Mito fusion yeast | ELG1 repair inh | KCNH2 3.1 block
NC(N)=NCCCc1cn(CC(=O)N2CCNCC2)nn1 | 5% | 1% | 2% | -16% | -7% | 5% | -1% | 13% | 0% | 10% | 14
CC(C)(C)NC(=O)C12CC3CC(CC(Cl)(C3)C1)C2 | -14% | 1% | 0% | 4% | 1% | -2% | 3% | 1% | 5% | 0% | -38
C(=N\Nc1ccccc1)/c1ccc(N2CCOCC2)cc1 | -5% | 7.6µM* | 0% | 1% | 12% | 3.2µM* | 2.8µM* | 3% | -8% | ? | 2
CCOc1ccc(Cc2c(Cl)nc(N)nc2Cl)cc1 | -4% | 4% | 4% | ? | 25% | 10% | 10% | -10% | 7% | 21% | 3
Cc1ccc(-c2nnn(CC(=O)N(Cc3cccs3)C(C(=O)NC(C)(C)C)c3ccc(C)o3)n2)o1 (stereo unspecified) | 14%[0.365 µM] | 0% | 14% | ? | 0% | -2% | -8% | -4% | 1% | 0% | -5
Cc1ccccc1-c1nnn(C/C(N)=N/O)n1 | 7% | 6% | -1% | -10% | 11% | 1% | -1% | 3% | -7% | 8% | -5
CN(CCN1CCOCC1)C(=O)CC1C(=O)NCCN1Cc1ccccc1C(F)(F)F (stereo unspecified) | 1% | -1% | · | -29% | 4% | -2% | 6% | · | 0% | 14% | 2
CN1CCN(CCCNC(=O)CCc2nnc3n(Cc4ccccc4Cl)c(=O)c4ccccc4n23)CC1 | -18% | 1% | · | 3% | -27% | 0% | 11% | · | -1% | ? | 8
CCOc1cnn(-c2ccccc2)c(=O)c1Cl | -5% | 2% | · | 17% | 26% | 1% | 2% | -5% | -5% | ? | -2
Cc1ccc(-n2c3c(c(=O)[nH]c2=S)C(C(F)(F)F)(C(F)(F)F)NC(=O)N3)cc1 | 1% | 1% | -7% | -6% | -2% | 0% | -3% | -1% | -1% | ? | -11
CCN(CC)S(=O)(=O)c1cccc(NC(=O)c2cc(-c3cccs3)nn2-c2ccccc2)c1 | -6% | -1% | -1% | 39% | · | -6% | -1% | -12% | 0% | -21% | -5
CCCC(=O)Nc1c(-c2ccccc2)c(=O)c(C)nn1-c1ccc(Cl)cc1 | 2% | 2% | -1% | -9% | ? | -6% | 1% | -12% | -2% | 14% | 1
COc1cccc(NC(=O)COC(=O)c2ccco2)c1 | 20% | ? | 8% | 4% | 6% | 1% | 2% | 0% | 0% | 5% | 18
COc1ccccc1NC(=O)CSc1nnc(-c2ccccc2)o1 | -3% | -4% | -3% | 12% | -11% | ? | ? | 10% | 3% | ? | 5
COc1ccc(N2CCN(C(=O)C3CCN(S(=O)(=O)c4c(C)noc4/C=C/N(C)C)CC3)CC2)cc1 | -3% | -2% | · | 28% | -4% | -8% | 3% | · | -1% | 6% | -27
CCO[C@H]1OC(C(=O)NC2CC2)=C[C@@H](c2ccc(Br)cc2)[C@@H]1CCCO | 15% | 0% | 0% | 33% | -2% | -2% | -1% | -1% | 3% | 1% | ·

Marked active in NPC1 prom act, of those listed so far:
smiles	PKM2 activator	RORgamma inh	MBNL1-CUG inh	NPC1 prom act	Rab9 promoter act	Menin-MLL TR inh
C(=N\Nc1ccccc1)/c1ccc(N2CCOCC2)cc1	0%	1%	12%	3.2µM*	2.8µM*	3%
